Yp Topo-I inh = blocks Yersinia pestis topoisomerase I activity; 0.064% of 360,000 active; Y. pestis Topo-I cleavage product accumulation, plate reader; activity, % at 10 µM; in the data active means activity above about 50%, passing the limit was not always enough; inconclusive means no clear call, values can overlap the other calls; further: inactives centre near 2
SSB-PriA inh = inhibitors of Klebsiella pneumoniae PriA binding to SSB C-terminal tail | AlphaScreen SSBct-PriA binding, biotinylated peptide | inhibition, % at 33 µM | 0.6% of 430,000 active; in the data active means inhibition mostly above about 37%, no sharp cut-off; inactive means mostly below about 20%;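 further: plate controls were negative control peptide for no effect and reference peptide for full effect; strong numbers were not always called active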
Vc quorum ag = induces V. cholerae light production without autoinducers. V. cholerae BH1578 lux reporter, luminescence, 6 h. activation, % at 18.7 µM. 0.16% of 350,000 active; in the data active means activation mostly above about 9.7%, no sharp cut-off; inconclusive means no clear call, values can overlap the other calls; inactive means mostly below about 3.7%; further: not every result past the cut was called active; inactives centre near 0; reference of the scale not given here
CCHF vOTU inh = CCHFV vOTU protease inhibition. inhibition, % at 11.5 µM. AID 651958. 0.55% of 370,000 active. Pep-AMC fluorescence; in the data active means inhibition above about 30%; further: 0% = vehicle wells with enzyme and 100% = no enzyme wells
VHR inh abs = inhibitors of human VHR1 phosphatase (DUSP3); 0.52% of 290,000 active; inhibition, % at 13.3 µM; P51452; recombinant VHR phosphatase, pNPP absorbance; in the data active means inhibition above about 50%; further: some compounds called inactive have numbers as strong as hits
BoNT A protease = blocks Botulinum neurotoxin A light chain protease | AID 588499 | inhibition, % at 10 µM | multiplex microsphere protease substrate cleavage, flow cytometry | 0.17% of 360,000 active; further: plate controls were buffer without enzyme for full effect and enzyme alone for no effect
PfHsp40 yeast = rescue of PfHsp40-mediated yeast toxicity; S. cerevisiae expressing PfHsp40, growth rescue, ATP luminescence; growth rescue, % at 12.5 µM; 0.68% of 340,000 active; in the data active means growth rescue above about 28%, passing the limit was not always enough; inconclusive means no clear call, values can overlap the other calls;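 further: yeast W303a lacking pdr1 and pdr3 grown in galactose medium; growth measured after three days at 30 °C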
TcdB GH inh = blocks C. difficile toxin B glycohydrolase activity | P18177 | TcdB glycohydrolase enzymatic assay, plate reader | inhibition, % at 9.99 µM | 0.24% of 350,000 active | AID 652162; in the data active means inhibition above about 10%
3CLpro inhibitor = SARS-CoV 3CLpro protease inhibition | inhibition, % at 6 µM | 0.14% of 290,000 active | P0C6X7 | recombinant SARS-CoV 3CLpro, quenched FRET peptide cleavage; in the data active means inhibition above about 12%
Anthrax LF prot = inhibitors of Bacillus anthracis lethal factor protease. P15917. multiplex microsphere protease cleavage assay, LF. inhibition, % at 10 µM. 0.12% of 360,000 active; further: plate controls were buffer without enzyme for full effect and enzyme alone for no effect
The depositor's hits bear a star; i = inactive; ? = inconclusive; . = not tested or not shown; & = joins results of further samples. Unless noted, no stated cut-off is given here; in the data, active means inhibition above about 30%; inconclusive means no clear call, values can overlap the other calls; inactive means below that.

structure	Yp Topo-I inh	SSB-PriA inh	Vc quorum ag	CCHF vOTU inh	VHR inh abs	BoNT A protease	PfHsp40 yeast	TcdB GH inh	3CLpro inhibitor	Anthrax LF prot
COc1ccccc1OCCn1c(=O)sc2ccccc21	0.5	-16.7	-0.4	3.0	-4.9	0.4	3.1	.	-4.1	4.4
CN1CCN(C(=S)NC(CC(=O)c2ccccc2)c2ccccc2)CC1 (stereo not drawn)	-5.2	4.2	0.6	-10.6	1.2	0.0	-0.6	0.3	0.5	-2.1
CCc1ccc([C@@H]2CC=C(C(=O)O)[C@H](c3ccc(Br)cc3)N2S(=O)(=O)c2ccc(C)cc2)cc1	17.4	3.3	-3.9	9.9	.	-0.5	5.5	-0.4	.	-5.4
CCOc1cc(-c2nc(-c3ccc(OC)cc3)no2)cc(OCC)c1OCC	-1.9	-27.7	0.7	-2.3	-2.3	-0.2	-0.6	.	-0.9	-1.5
Cc1ccccc1N=C1NC(=O)C(CO)(CO)S1	7.1	-9.7	i	-14.5	4.9	0.9	0.4	-0.2	8.1	-10.2
Cc1ccc(OCCNC(=O)/C=C/c2ccccc2)cc1	23.8	6.0	-0.1	10.0	-12.8	-0.2	4.3	-9.0	0.8	-1.5
O=C(C1CCC(CNc2c(N3CCOCC3)c(=O)c2=O)CC1)N1CCN(c2ccccc2)CC1 (stereo not drawn)	5.8	-8.7	-0.3	5.9	12.1	0.3	-0.8	0.5	-1.9	2.8
O=C(O)c1sccc1Oc1ccc(NS(=O)(=O)c2ccc(Cl)cc2)cc1	11.0	-3.9	i	-5.4	46.6	-4.8	0.9	-1.6	-1.3	-10.3
COc1ccc(C2CC(Cn3cc(C#N)c(=O)n(C)c3=O)ON2C)cc1 (stereo not drawn)	9.6	1.8	i	2.3	2.2	-0.5	-0.2	1.9	-0.5	1.4
O=C(Nc1nnc(-c2cc(Cl)ccc2Cl)o1)C1=COCCO1	-2.8	3.4	i	9.4	.	0.6	-0.4	-1.9	.	-1.9
Cc1cccc(NC(=O)CCS(=O)(=O)c2ccccc2)n1	1.9	-6.5&1.0	i	9.2	35.6	2.1	-1.3	-0.3	1.2	-11.0
COc1ccc(CCNC(=O)CSc2nnc(Cn3c(=O)sc4ccccc43)n2C)cc1OC	10.3	-3.3	i	.	25.6	?	0.0	1.2	0.0	-0.4
CCCCC(=O)NC(c1cccc([N+](=O)[O-])c1)c1ccc2cccnc2c1O (stereo not drawn)	12.8	26.1	-0.7	10.5	.	3.8	105.2*	1.1	.	21.3
Cc1ccc2cc(C3C(C#N)=C(N)Oc4c3ccc3cccnc43)c(=O)[nH]c2c1 (stereo not drawn)	8.4	78.6*	-0.3	.	13.2	1.3	-0.4	1.9	4.5	-0.4
C/C(=C\C(=O)C(F)(F)F)Nc1ccc(C(F)(F)F)cc1	-0.9	.	i	-4.8	-0.1	1.2	-0.7	.	-1.6	-1.7
CC1CCCC(N2CCN(S(=O)(=O)c3ccccc3)CC2)C1 (stereo not drawn)	2.8	1.3	i	-4.2	17.1	-1.7	0.6	-0.3	-5.0	-4.8
CSCCC(Nc1nc2ccccc2s1)C(=O)O (stereo not drawn)	-4.3	-7.6	i	1.1	-5.0	-0.1	1.9	.	0.3	-3.7
Cc1ccccc1Nc1c(N)c(=O)oc2ccccc12	5.1	5.9	i	12.5	16.3	-0.5	3.4	.	0.8	-4.5
Cc1ccc(O)c(C(=O)c2cnc3c(c2)CN(CCC(C)C)C(=O)N3)c1	-0.6	-9.8	i	-9.1	26.1	-0.6	0.0	.	2.8	4.9
Cc1cc(C)nc(NS(=O)(=O)c2ccc(-n3cccc3)cc2)n1	-7.5	-11.3	i	-3.4	7.1	-1.4	-0.3	.	-0.8	-0.9
Cc1cccc2c1N(CCCOc1ccccc1)C(=O)C2=O	-2.0	-10.1	.	6.1	23.7	-0.2	1.3	1.5	5.4	-1.7
COc1cccc2sc(N3CCN(c4nc5ccccc5s4)CC3)nc12	-1.1	-5.0&-18.3	i	-12.8	15.1	0.3	0.2	.	2.0	2.9
Cc1ccc(Cl)cc1NS(=O)(=O)c1ccccc1	5.3	-10.9	5.0	6.7	.	-0.6	-1.7	4.1	.	-0.6
c1ccc(-c2csc(Nc3nc(N4CCOCC4)nc(N4CCOCC4)n3)n2)cc1	15.0	1.5	i	9.7	11.7	-0.2	-1.2	.	0.9	-2.4
CCOC(=O)C1(Cc2cccc(OC)c2)CCCN(C(=O)CSC)C1 (stereo not drawn)	6.7	1.1	-0.4	-0.5	.	.	0.3	0.9	-4.0	.
O=C(NCc1ccc2c(c1)OCO2)C(=O)Nc1ccccc1	7.1	-3.8	i	-9.0	10.6	-0.3	1.7	0.9	0.9	-0.7
CCCCOC(=O)C1[C@H]2C(=O)N(CCc3ccccc3)C[C@]23C=C[C@H]1O3 (stereo partly drawn)	-9.7	-9.2	i	-6.3	18.8	-2.7	-0.2	.	3.0	-8.1
CCCN(C)C1CN(Cc2cn(Cc3cc(C)cc(C)c3)nn2)S(=O)(=O)C1 (stereo not drawn)	.	.	.	-3.7	.	0.1	.	2.1	.	7.1
CCN(CC)c1ccc(NC(=O)c2ccccc2F)cc1S(=O)(=O)Nc1ccccc1OC	-0.2	-10.7	-0.2	17.6	4.5	1.4	-0.5	.	4.2	-1.0
Nc1ccc(Cl)cc1C(=O)c1ccc[nH]1	5.8	.	0.5	-4.1	.	-0.1	.	0.8	.	-8.0
O=C(CCC1CCN(C(=O)c2cccc(Cl)c2F)CC1)Nc1ccccc1	13.0	-7.0	-0.4	-1.9	18.5	-1.0	0.0	-0.9	-4.2	5.8
O=C(O)C1C2C=CC(O2)C1C(=O)NCCC1=CCCCC1 (stereo not drawn)	-3.3	-6.1	-1.9	.	4.4	0.0	-0.8	.	-4.8	-1.1
CCSc1nc2ccccc2[nH]1	-5.2&2.3	-4.6	-5.0	-4.1&2.4	-2.4&2.0	-0.1&0.1	-0.2&-0.3	.	-0.5&0.1	3.3&1.9
CSC1=N/C(=C/c2cccnc2)C(=O)N1Cc1ccc(Cl)cc1	7.8	-3.1	i	8.6	9.6	-0.4	-0.9	1.3	0.2	4.9
NS(=O)(=O)c1ccc(NC(=O)COC(=O)C2CC2)cc1	1.2	-2.1	i	-6.6	.	0.5	0.4	-0.3	.	-4.4
CCCCNC(=O)C(=O)NCCCn1ccnc1	-8.4	-3.1	-0.3	4.7	4.5	-0.3	0.6	0.7	-2.8	-2.6
C=CCn1c(SCC(=O)Nc2ncc(Cc3ccc(Br)cc3)s2)nnc1-c1ccncc1	-7.4	-6.6	-1.9	5.7	26.1	1.4	-0.9	3.0	-5.2	-0.4
Nc1ccn(Cc2cccc(F)c2)n1	-0.9	-8.1	i	-7.8	15.1	-2.7	0.9	-0.9	3.2	-4.9
Cc1cc(Cl)ccc1C1=CC(=O)C[C@H](c2ccc(F)cc2)C1	29.0	2.4	0.5	14.3	.	-0.2	8.8	0.8	.	-1.7
CCOC(=O)c1ccc(CSc2n[nH]c(C)n2)o1	-7.5	-14.5	i	-0.5	29.5	0.6	-0.3	.	-1.2	2.6
Cc1n[nH]c(C)c1S(=O)(=O)N1CCC(C(=O)Nc2cccc(F)c2)CC1	-0.3	-2.5	-3.1	-9.6	-3.6	0.0	0.7	2.1	-0.1	-3.3
O=C(Nc1ccc(-c2nc3ccccc3o2)cc1)C1CCCO1 (stereo not drawn)	10.5	-2.9	i	-7.6	2.9	1.5	-2.8	.	-5.6	1.2
COc1ccc2c(Cl)c(-c3nnc(SCC(=O)c4ccccc4)n3C)sc2c1	17.8	-1.0	-2.6	-1.7	-10.4	-0.5	-0.8	.	-0.2	-3.5
OCCC1CN(C2CCN(c3ccccc3F)CC2)CCN1Cc1ccccc1 (stereo not drawn)	1.3	-7.8	-2.1	-0.7	13.4	-0.2	-0.6	0.7	-2.0	-3.1
CCCS(=O)(=O)N1CCN(c2ccccn2)CC1	-4.8	-16.2	-0.4	-2.9	14.8	-0.3	0.5	.	-1.1	-11.1
CCO[C@@H]1OC(C(=O)O)=C[C@H](c2ccc(Br)cc2)[C@H]1CCCO	-9.4	-2.6	i	0.1	-19.8	0.0	-1.1	2.7	-2.4	3.4
O=C(c1ccco1)N1CCN(C(=O)c2cc(-c3ccccn3)nc3ccccc23)CC1	9.7	-12.7	-2.6	11.0	-1.9	-0.5	1.2	.	0.0	-4.4
CCOC(=O)N1CCN(C(=O)CSc2ccc(C(=O)OC)cc2[N+](=O)[O-])CC1	1.1	-2.2	1.4	-3.8	-1.6	-4.0	-0.9	0.4	-0.4	-7.0
Cc1ccnc(NC(=O)CC(c2ccccc2)c2ccccc2)n1	0.0	1.4	i	4.1	19.1	-0.9	-0.9	0.5	2.7	-2.2
COc1cccc(Cn2cnc(-c3ccccc3OC)c2-c2cccs2)c1	.	.	.	5.8	.	-0.6	.	0.7	.	-10.3
COc1ccccc1C(=O)C1CCCN(C(=O)CN2CCCCC2=O)C1 (stereo not drawn)	1.9	-17.2	0.8	-5.0	26.3	0.3	0.7	1.1	2.2	-1.7
COc1ccc(C(C#N)N2N=C(C)CC2c2ccccc2)cc1OC (stereo not drawn)	1.7	-9.0	1.4	-11.4	4.9	-2.8	-1.3	0.8	2.8	-11.2
O=C(Nc1ccc(-c2nc3ccc(NC(=O)c4cccs4)cc3[nH]2)cc1)c1cccs1	3.1	0.1	-0.8	-15.1	14.6	1.3	0.0	.	-5.0	3.9
COCCn1c(C)cc(C2=NNC(=NC(C)(C)C)SC2)c1C	-3.3	13.0	i	-12.9	29.7	0.1	-0.1	0.8	-0.4	-7.4
O=C(CCC1COc2ccccc2O1)Nc1ccc(Cl)cn1 (stereo not drawn)	1.7	-7.4	0.9	15.2	-1.0	0.9	-2.3	.	2.5	1.9
Cc1sc2ncnc(N3CCC(C(=O)Nc4nc(-c5cccs5)cs4)CC3)c2c1C	11.5	-3.6	i	-5.0	.	-1.7	-1.1	1.3	.	?
O=C(COC(=O)c1cnccn1)c1cccc([N+](=O)[O-])c1	3.7	-6.5	1.2	-10.5	5.4	0.5	-0.2	0.6	-0.5	3.7
CCCCCc1ccc(-c2ccc(/C=C/C(N)=O)cc2)nc1	2.1	-14.6	i	-23.4	5.6	-0.4	0.0	.	0.2	-3.0
COc1ccc(S(=O)(=O)c2nnn(-c3cccc(OC)c3)c2N)cc1	-12.9	-1.3	i	15.4	1.2	-0.4	0.4	1.1	-0.1	-0.3
O=C1NC(=S)NC(=O)C1=Cc1ccc(OCC(=O)N2CCCC2)cc1	10.6	-4.8	-2.2	-4.8	6.2	-1.7	-0.1	1.2	-0.6	-1.0
COc1ccc2oc(=O)c(C(=O)NCc3ccccc3)cc2c1	-14.4	-12.4	-1.3	-0.8	0.1	-1.0	-1.0	0.0	0.0	-9.6
CCn1c(=O)c(C(=O)NCc2cccnc2)c(O)c2ccccc21	0.1	-11.8	.	-18.9	6.4	-0.7	5.6	.	0.5	-2.5
CCC(=O)Nc1ccc(NC(=O)c2c(C)nc3ccccn23)cc1	-0.8	-12.6	i	0.0	22.3	0.9	-1.5	.	0.7	-4.9

Some entries already given, showing only PfHsp40 yeast, CCHF vOTU inh and 3CLpro inhibitor.
SMILES	PfHsp40 yeast	CCHF vOTU inh	3CLpro inhibitor
CCO[C@@H]1OC(C(=O)O)=C[C@H](c2ccc(Br)cc2)[C@H]1CCCO	-1.1	0.1	-2.4
O=C(c1ccco1)N1CCN(C(=O)c2cc(-c3ccccn3)nc3ccccc23)CC1	1.2	11.0	0.0

Not all compounds are listed. The share of hits here may be higher or lower than overall.
